Growth percent in the NCI-60 one-dose screen (48 h, 10 µM unless noted): 100 = growth as untreated, 0 = no growth, -100 = all killed.
RPMI-8226 = RPMI-8226 leukemia cells; 77,000 tested, 7.5% active
MOLT-4 = MOLT-4 leukemia cells; 80,000 tested, 6.9% active; AID 1794779
M14 = M14 melanoma. 80,000 tested, 6.2% active. AID 1794745
CCRF-CEM = CCRF-CEM leukemia; 77,000 tested, 7% active; AID 1794778
HOP-62 = HOP-62 NSCLC; 80,000 tested, 3.9% active; AID 1794735
HOP-92 = HOP-92 NSCLC cells; 71,000 tested, 6.3% active; AID 1794738
A549/ATCC = A549/ATCC NSCLC; 81,000 tested, 3.7% active; AID 1794740
EKVX = EKVX NSCLC | AID 1794765 | 71,000 tested, 3% active
* marks the source's active call; other numbers are inactive results; x = not tested or not shown. The calls were made as follows: active = growth percent below 10; inactive = the rest. Rows were taken by chance, and some 12% of all compounds hit somewhere here.

The line under a structure holds: RPMI-8226	MOLT-4	M14	CCRF-CEM	HOP-62	HOP-92	A549/ATCC	EKVX
- CC1CCC(OC(=O)CC#N)CC1 (configuration not stated)
  103.0	101.4	99.7	90.9	118.7	x	95.0	x
- COc1cc2c(c(Cl)c1OC)CCN(C)CC2c1ccccc1 (configuration not stated)
  89.3	89.1	82.8	84.4	100.2	72.4	97.6	109.0
- CC(=O)OCCC#N
  89.9	100.6	100.7	90.0	103.2	69.2	106.8	x
- O=S(=O)(O)SCc1ccccc1CSS(=O)(=O)O
  103.9	76.1	94.2	106.8	89.9	x	97.0	115.0
- O=C(/C=C/c1c[nH]c2ccccc12)c1cc2ccccc2o1
  60.1	75.3	84.2	36.3	x	83.2	89.5	84.4
- Clc1ccc(Nc2nc(Cl)nc(NC3CCCC3)n2)cc1
  88.1	91.0	108.0	97.0	115.3	x	87.3	x
- CC(=O)c1ccc(N=C2N=c3ccccc3=C/C2=C\c2c(O)[nH]c(=O)[nH]c2=O)cc1
  106.9	92.2	98.8	96.1	86.9	78.5	97.8	97.5
- CCCCCn1sc(=O)n(Cc2ccc(CNC(=O)c3ccccc3OC(C)=O)cc2)c1=O
  92.4	68.1	93.3	57.1	114.3	73.6	106.4	111.2
- CCN(CC)CCOc1nc2cc(OC)c(OC)cc2c2c1-c1ccc(OC)cc1C2=O
  49.2	9.3*	85.9	22.4	60.9	x	66.1	98.6
- CC1=C(C#N)C2=Nc3cccc4cccc(c34)N2C(=O)C1
  76.2	87.3	91.6	83.8	77.7	56.0	86.1	69.1
- C(=NCCN=Cc1ccccc1)c1ccccc1
  96.3	104.5	101.2	92.5	109.2	x	102.5	x
- Cc1nc(-c2cc3ccccc3oc2=O)ccc1C(=O)/C=C/c1ccc(Cl)cc1
  104.7	100.6	100.4	99.3	105.7	101.6	101.0	90.9
- COc1ccc(-c2nnc(CSc3nc4sc(C(N)=O)c(C)c4c(=O)n3Cc3ccccc3)o2)cc1
  108.7	112.5	100.8	101.5	100.8	111.4	100.3	x
- CCOC(=O)C(CC)c1cc2n(c(=O)c1C#N)CCC21OCCO1 (configuration not stated)
  101.0	96.2	104.9	x	96.7	94.8	93.9	x
- CC1=CC(C)(C)NC(=S)N1c1ccc(C)cc1S(=O)(=O)O
  111.1	58.2	99.8	88.2	97.2	100.8	95.0	121.6
- S=c1[nH]ccc2ccccc12
  101.3	103.1	108.5	94.8	108.7	102.1	102.6	98.2
- COc1ccc2c(c1)c(-c1csc(-c3ccc4ccccc4c3)n1)cn2C
  x	89.0	92.5	x	x	x	87.3	68.6
- N#Cc1c(-c2ccc(F)cc2)nc(NN)nc1N1CCOCC1
  97.8	97.1	106.4	78.3	96.7	77.8	89.9	88.4
- COC(=O)c1cccc2c1N(C)c1c(cccc1C(=O)OC)CC2
  90.5	97.4	104.0	89.0	106.5	96.4	112.0	112.0
- C=C(C)[C@@H]1CC=C2c3sc(-c4ccc(O)cc4)nc3C[C@@H](C)[C@]2(C)C1
  81.8	87.6	107.3	83.8	100.0	82.7	95.4	110.3
- O=C(OC(=O)c1ccccc1)c1ccccc1
  101.1	96.0	95.8	102.6	94.7	96.9	98.7	98.1
- COc1cc(-c2ccc(C)n2-c2ccc(-c3nc4cc(OC)c(OC)c(OC)c4s3)cc2)cc(OC)c1OC
  64.2	81.2	88.8	x	84.2	52.1	86.2	50.3
- CCCCCCN1C(=O)C2(NCc3c(nc4c(c(C)nn4-c4ccccc4)c3-c3ccc(C)cc3)N2)c2ccccc21 (configuration not stated)
  101.6	x	92.6	102.9	94.3	90.2	63.1	93.5
- C=C(C)[C@@H]1CC[C@@]2(C(=O)O)CC[C@]3(C)C(CCC4[C@@]5(C)CCC(OS(=O)(=O)c6ccccc6)C(C)(C)C5CC[C@]43C)C12 (some centres not stated)
  30.4	51.7	60.8	62.4	57.4	51.0	17.8	25.4
- COc1ccc(/C=N\NC(=O)C[N+](C)(C)C)cc1OC
  x	89.8	102.8	104.3	92.6	79.6	99.7	114.0
- CCCc1cn(CC(=O)Nc2nc3ccccc3s2)nn1
  112.3	110.5	102.0	x	102.2	108.8	98.4	100.8
- CCOC(=O)/C=C1\S/C(=N\Nc2cc(=O)[nH]c3ccccc23)N(c2ccccc2)C1=O
  111.9	103.0	101.1	101.3	92.1	88.8	103.3	103.8
- CCCCCCCC(C)(N)C(=O)O (configuration not stated)
  96.4	105.0	106.8	x	110.5	x	100.6	x
- O=C(CSc1nc2sc3c(c2c(=O)n1-c1ccccc1)CCCCC3)N/N=C/c1ccc([N+](=O)[O-])cc1
  102.2	91.7	101.2	101.9	91.3	115.3	92.5	101.5
- COc1ccc2c(c1)c(-c1nc(-c3c[nH]c4c(Cl)nccc34)cs1)cn2C(=O)OC(C)(C)C
  40.9	66.5	71.0	44.5	85.8	88.6	46.8	83.5
- C=C(C)[C@@H]1CC[C@]2(C(=O)N3CCN(C)CC3)CC[C@]3(C)[C@H](CC[C@@H]4[C@@](C)(CCC(=O)N5CCN(C)CC5)[C@H](C(=C)C)CC[C@]43C)[C@@H]12
  61.1	54.2	90.9	74.8	106.7	57.6	85.1	99.1
- N#CCNC(=O)c1ccc(-c2ccnc(Nc3ccc(N4CCOCC4)cc3)n2)cc1
  27.3	7.1*	44.0	15.7	4.3*	46.9	13.4	43.9
- CN(C)CCN1CCC(Cc2ccccc2)CC1
  x	99.6	96.6	110.8	78.5	88.5	97.4	90.3
- Cn1c(=O)c2[nH]c(SCC(=O)c3ccccc3)nc2n(C)c1=O
  97.8	96.6	88.7	89.2	118.3	68.0	100.1	104.2
- O=C1OC=N/C1=C/c1ccccc1
  x	87.9	112.0	75.0	x	87.7	96.6	93.6
- C#C[C@]1(O)CC[C@H]2[C@@H]3CC=C4c5sc(Nc6cc(F)ccc6F)nc5CC[C@]4(C)[C@H]3CC[C@@]21C
  -28.3*	6.1*	-22.1*	4.6*	0.5*	13.1	56.7	23.9
- Cc1cc(-c2cc(C)nc(N)n2)nc(N)n1
  109.4	112.6	105.7	92.8	97.9	99.4	110.0	97.7
- c1ccc(-c2n(Cc3ccc4ccccc4c3)c3c4ccccc4c4ccccc4c3[n+]2Cc2ccc3ccccc3c2)cc1
  -35.1*	-56.0*	-64.6*	-18.9*	-69.2*	-77.0*	-69.2*	-90.2*
- O=C(CCN1CCOCC1)c1ccc([N+](=O)[O-])cc1
  88.5	104.7	102.1	94.3	127.8	106.9	110.7	106.3
- CCN(C(=S)Nc1ccccc1)c1ccccc1
  117.1	99.7	x	104.5	87.1	96.8	92.1	109.4
- Cc1ccc(C)n1C1c2ccccc2Oc2ccccc21
  94.5	62.9	85.6	88.5	76.9	92.3	90.2	90.1
- O=C1OCC/C1=C\N1CCCCC1
  101.5	99.0	108.5	104.7	101.8	x	99.3	100.7
- O=C1S/C(=C\c2ccc(Cl)cc2)C(=O)N1Cc1cc2ccccc2nc1Cl
  99.2	102.4	101.2	103.7	107.5	105.3	97.6	95.5
- Cc1ccc(C(=O)CSc2nc3c([nH]2)c(=O)n(C)c(=O)n3C)cc1
  108.3	104.7	93.8	93.3	102.3	64.7	107.7	97.5
- CCOC(=O)C1=C(c2ccccc2)N=c2s/c(=C/c3ccc(Br)cc3)c(=O)n2C1c1cc(OC)c(OC)c(OC)c1 (configuration not stated)
  94.1	84.6	92.4	93.6	98.6	62.4	90.4	82.4
- CN(C)c1ccc2c(c1)Sc1cc(N(C)C)ccc1N2C(=O)c1ccccc1
  17.1	244.7	106.9	97.7	112.0	67.6	110.3	105.1
- O=S(=O)(NCCNc1nccc(-n2cnc3ccccc32)n1)c1ccc(Cl)cc1
  99.4	102.6	x	103.0	95.4	90.2	102.8	92.2
- O=C1NCCN1c1ncc([N+](=O)[O-])s1
  97.6	116.9	99.8	84.7	96.9	87.7	100.7	154.7
- COc1ccc2c(c1)c(CC(=O)Nc1ccc(OC)c(C(N)=O)c1O)c(C)n2C(=O)c1ccc(Cl)cc1
  116.6	94.1	113.4	106.3	90.7	109.7	84.4	102.9
- COc1ccc2[nH]cc(-c3nc(-c4cn(C)c5ncccc45)cs3)c2c1
  72.7	66.9	92.5	68.0	101.9	79.0	85.4	89.2
- O=[N+]([O-])c1cccc(CN(Cc2cccc([N+](=O)[O-])c2O)c2ccccc2)c1O
  59.8	64.6	67.6	67.8	78.4	54.5	71.0	77.3
- COc1cc(OC)c2ccc(C=O)c(O)c2c1
  92.7	95.4	94.8	100.0	95.9	93.7	96.8	90.2
- CC(C)C(=O)Nc1cccc(-c2ccc(C#N)n2C)c1
  99.1	95.1	89.3	100.6	96.0	99.3	103.9	101.0
- COc1ccc(COc2ccc(/C=C3/C(=O)Nc4ccc(Cl)cc43)cc2OC)cc1
  98.1	96.0	99.9	98.6	96.9	92.9	101.4	88.6
- COc1cc2cc3c(nc2cc1OC)CCN3Cc1ccc(NC(=O)Nc2ccc(Cl)c(Cl)c2)cc1
  86.1	77.7	101.9	85.6	108.8	x	78.4	x
- Nc1ccc(C(OC(=O)c2cc3ccccc3c(Cc3c(O)c(C(=O)OC(c4ccc(N)cc4)(c4ccc(N)cc4)c4ccc(N)cc4)cc4ccccc34)c2O)(c2ccc(N)cc2)c2ccc(N)cc2)cc1
  2.1*	21.0	14.9	21.6	6.2*	-6.7*	10.7	-5.7*
- Oc1ccccc1-c1cncnc1
  103.7	99.5	96.3	110.2	103.1	105.2	105.6	93.1
- O=C1OC2CC1CCC2Br (configuration not stated)
  120.1	75.9	105.8	127.6	104.6	93.1	99.3	92.3
- COc1ccc(/C(=C(\c2ccccc2)[N+](=O)[O-])c2ccc(OCCN3CCCC3)cc2)cc1
  37.0	71.9	-73.4*	67.6	94.1	59.5	78.4	96.9
- CCOC(=O)c1ccc2c(c1)ncn2-c1ccc(NS(C)(=O)=O)cc1
  103.2	105.5	124.3	106.4	120.3	105.5	102.5	108.6

Part of the list above in order of molar mass, rising:
The line under a structure holds: RPMI-8226	MOLT-4	M14	CCRF-CEM	HOP-62	HOP-92	A549/ATCC	EKVX
- O=C1OCC/C1=C\N1CCCCC1
  101.5	99.0	108.5	104.7	101.8	x	99.3	100.7
- O=C1OC2CC1CCC2Br (configuration not stated)
  120.1	75.9	105.8	127.6	104.6	93.1	99.3	92.3
- O=C1NCCN1c1ncc([N+](=O)[O-])s1
  97.6	116.9	99.8	84.7	96.9	87.7	100.7	154.7
- COc1cc(OC)c2ccc(C=O)c(O)c2c1
  92.7	95.4	94.8	100.0	95.9	93.7	96.8	90.2
- Cc1ccc(C)n1C1c2ccccc2Oc2ccccc21
  94.5	62.9	85.6	88.5	76.9	92.3	90.2	90.1
- COc1ccc2[nH]cc(-c3nc(-c4cn(C)c5ncccc45)cs3)c2c1
  72.7	66.9	92.5	68.0	101.9	79.0	85.4	89.2
- COc1ccc(COc2ccc(/C=C3/C(=O)Nc4ccc(Cl)cc43)cc2OC)cc1
  98.1	96.0	99.9	98.6	96.9	92.9	101.4	88.6
- COc1ccc(/C(=C(\c2ccccc2)[N+](=O)[O-])c2ccc(OCCN3CCCC3)cc2)cc1
  37.0	71.9	-73.4*	67.6	94.1	59.5	78.4	96.9
- COc1ccc2c(c1)c(CC(=O)Nc1ccc(OC)c(C(N)=O)c1O)c(C)n2C(=O)c1ccc(Cl)cc1
  116.6	94.1	113.4	106.3	90.7	109.7	84.4	102.9
- CCOC(=O)C1=C(c2ccccc2)N=c2s/c(=C/c3ccc(Br)cc3)c(=O)n2C1c1cc(OC)c(OC)c(OC)c1 (configuration not stated)
  94.1	84.6	92.4	93.6	98.6	62.4	90.4	82.4

High-throughput results (PubChem BioAssay)
